Screening data: PubChem, several laboratories
Measles CPE = protection of cells from measles virus | Measles virus-infected cells, CPE protection, absorbance | protection (pct of control), % at 4 µM | actives 1.5% (n = 140,000); in the data active = protection mostly above about 24%, no sharp cut-off; inactive = mostly below about 26%; also: some compounds called inactive have numbers as strong as hits
Yeast life ext = yeast lifespan extension; AID 775; actives 0.68% (n = 130,000); inhibition of the nicotinamide effect, % at 10 µM; S. cerevisiae growth with nicotinamide, OD615; deaD strain in restrictive glucose medium;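 active = inhibition above a set limit, placed 3 SD over the median of all compounds, cut at about 26% in these data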;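 also: 0% = nicotinamide-treated wells and 100% = cells grown without nicotinamide; some compounds called inactive have numbers as strong as hits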
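System: Modified budding yeast, DeaD strain | Buffer or medium: Restrictive glucose medium | Also added: 1.5 mM nicotinamide | Doses: 10 µM single point, 0.25% DMSO | Schedule: 48 h compound exposure at 30 °C, humidified | Detection: Absorbance at 615 nm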
NPY-Y2 antag = antagonists of human neuropeptide Y receptor Y2. NPY-Y2 expressing cells, antagonist mode. inhibition, % at 2.7 µM. actives 0.99% (n = 140,000); in the data active = inhibition above about 17%;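 also: 0% = vehicle with agonist challenge and 100% = reference antagonist with challenge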
Target sequence (P49146 whole entry, looked up): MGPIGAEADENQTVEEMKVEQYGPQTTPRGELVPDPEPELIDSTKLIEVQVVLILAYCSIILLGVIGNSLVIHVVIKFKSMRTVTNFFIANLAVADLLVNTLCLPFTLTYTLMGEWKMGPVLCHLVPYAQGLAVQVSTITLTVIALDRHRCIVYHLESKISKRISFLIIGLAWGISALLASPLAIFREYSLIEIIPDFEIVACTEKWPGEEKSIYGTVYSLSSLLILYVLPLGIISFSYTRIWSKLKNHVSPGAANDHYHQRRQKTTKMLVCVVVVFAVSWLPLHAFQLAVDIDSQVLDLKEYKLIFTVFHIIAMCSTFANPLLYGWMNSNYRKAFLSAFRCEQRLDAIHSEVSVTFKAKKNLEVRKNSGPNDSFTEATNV
bCat KO growth = beta-catenin-lacking colon tumor cell growth suppression. HCT116 beta-catenin knockout viability, CellTiter-Glo, 60 h; stronger effect = lower value. viability, % at 10 µM. actives 1.5% (n = 140,000). AID 818;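 active = viability at or under a set limit, the compound median less 4 SD, cut at about 6% in these data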;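 also: 0% = Hyamine 1622 control at 20 µM and 100% = untreated cell control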
GALR2 antag = blocks the human galanin receptor 2; inhibition, % at 4 µM; AID 828; GALR2-expressing cells, antagonist mode; actives 0.39% (n = 140,000); O43603; in the data active = inhibition above about 27%;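 also: cells stimulated with galanin 1-16 at roughly its EC80; 0% = agonist challenge control and 100% = basal control without agonist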
Target sequence (O43603 whole entry, looked up): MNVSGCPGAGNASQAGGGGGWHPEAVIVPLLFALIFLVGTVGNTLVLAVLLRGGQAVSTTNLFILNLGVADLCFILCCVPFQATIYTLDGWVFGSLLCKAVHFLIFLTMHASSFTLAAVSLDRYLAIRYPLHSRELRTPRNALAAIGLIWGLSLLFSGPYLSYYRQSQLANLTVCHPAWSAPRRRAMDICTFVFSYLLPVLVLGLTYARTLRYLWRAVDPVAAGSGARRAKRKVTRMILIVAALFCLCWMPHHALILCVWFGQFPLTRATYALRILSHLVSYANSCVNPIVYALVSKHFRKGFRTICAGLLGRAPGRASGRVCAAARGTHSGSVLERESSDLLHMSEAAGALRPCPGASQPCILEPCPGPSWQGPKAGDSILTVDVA
E-sel TNF inh = blocks E-selectin expression induced by TNF alpha; HUVEC TNFa-induced E-selectin immunofluorescence, high content; inhibition, % at 2 µM; actives 0.71% (n = 120,000);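 active = inhibition above the batch mean plus 3 SD, and confirmed as a hit on visual image review, cut at about 43% in these data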;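 also: 0% = TNF-stimulated DMSO wells and 100% = unstimulated control wells; not every result past the cut was called active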
PTEN del growth = growth suppressors of cells with PTEN tumor suppressor deletion; viability, % at 10 µM; actives 1.2% (n = 140,000); HCT116 PTEN-null viability, CellTiter-Glo, 60 h; stronger effect = lower value;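 active = viability at or below a set limit, 4 SD under the median of all tested compounds, cut at about 3.7% in these data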;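 also: PTEN knockout HCT116 line with beta catenin targeted HCT116 as companion control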
MRP-1 activ = activates MRP-1; H69AR cells + doxorubicin, viability rescue, CellTiter-Glo; actives 0.61% (n = 140,000); AID 799; viability increase, % at 10 µM;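 active = viability gain under doxorubicin at or above a set limit, the compound median plus 3 SD, cut at about 4.7% in these data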;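 also: MRP-1 overexpressing cells given doxorubicin 25 µM after compound pretreatment; 18-22 h compound pretreatment then 72 h with doxorubicin before readout; 0% = doxorubicin-only wells and 100% = vehicle-treated cells without doxorubicin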
Phagocyt inh = macrophage phagocytosis inhibition; actives 0.07% (n = 110,000); J774A.1 macrophage IgG-bead phagocytosis, imaging; inhibition, % at 5 µM;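 active = inhibition above the mean of the plate negative controls plus 5 SD, cut at about 13% in these data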;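 also: phagocytic index as fraction of beads internalized from green versus red external bead signal; plate controls were DMSO negative control for no effect and cytochalasin-D positive control for full effect; some results beyond the cut were filed as inactive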
BB579 growth dn = yeast BB579 growth reduction in restrictive medium; inhibition, % at 10 µM; actives 0.51% (n = 140,000); S. cerevisiae BB579 growth, OD615, 48 h;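 active = inhibition above a set limit, 3 SD over the mean compound inhibition, cut at about 44% in these data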; also: inactives centre near -24
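System: Saccharomyces cerevisiae DeaD strain BB579, replicative lifespan model yeast | Buffer or medium: Restrictive glucose-based CSMM-D medium | Times: 4 h preincubation and 48 h exposure at 30 °C | Detection: OD615 turbidity measurement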
Active calls of the source: *; x = not tested or not shown.

SMILES | Measles CPE | Yeast life ext | NPY-Y2 antag | bCat KO growth | GALR2 antag | E-sel TNF inh | PTEN del growth | MRP-1 activ | Phagocyt inh | BB579 growth dn
Cc1ccc2c(c1)C(=O)CCN2 | 6 | -6 | 2 | 96 | 7 | 23 | 102 | 0.9 | -2 | -49
CC(=O)Nc1ccc(S(C)(=O)=O)c(C)c1 | 13 | 0 | -1 | 104 | 6 | x | 102 | -0.7 | x | -15
COc1ccc(-c2nc3ccccc3c(=O)n2CCOc2ccccc2C)cc1 | 20 | 11 | 10 | 84 | -15 | x | 86 | -0.2 | -5 | -55
COc1ccc2ccc3c(c2c1)N=C[C@]1(O3)N(C)c2ccccc2C1(C)C | 0 | -14 | -3 | 62 | -3 | -49 | 61 | -2.7 | x | -24
CC(C)(C)C(=O)c1cnc(Nc2ccccc2Cl)s1 | 13 | -28 | 6 | 72 | -6 | 19 | 64 | -2.1 | 0 | -50
Cc1ccc(S(=O)(=O)NC(=O)c2ccc(-c3ccc(C)c4ccccc34)o2)cc1 | 3 | 3 | 3 | 88 | 5 | x | 89 | -0.8 | x | -56
CCN(CC)CCNC(=O)CS(=O)Cc1nc(-c2ccc(Cl)cc2)oc1C (stereo unspecified) | 8 | 0 | 2 | 90 | 2 | x | 94 | -3.6 | x | -41
CCNC(=O)NC(=O)COC(=O)CCCSc1nc2ccccc2[nH]1 | 0 | -3 | 5 | 94 | -6 | -10 | 101 | -3.4 | x | -19
CCOC(CCn1c(SCc2cccc([N+](=O)[O-])c2)nc2ccccc2c1=O)OCC | 10 | 12 | 14 | 66 | -9 | x | 66 | -1.4 | -8 | -61
Cc1cc(NC(=O)CSc2nc(CC(C)(C)C)nc3c2c(=O)n(C)c(=O)n3C)no1 | 12 | -5 | 4 | 82 | -4 | 3 | 77 | -2.7 | -1 | -12
COc1ccc(/C=C/C(=O)Nc2cc(C(F)(F)F)ccc2Cl)cc1 | 21 | -3 | 9 | 90 | 11 | -49 | 93 | 0.4 | x | -74
CC(C)NC(=O)c1onc(CSc2ccccc2F)c1C(=O)O | 8 | 1 | 5 | 98 | 13 | -4 | 104 | -0.4 | x | -27
COc1cc(CC(=O)O)c(C(C)=O)cc1OC | 14 | -7 | 0 | 95 | 6 | 33 | 92 | -2.4 | x | -26
COCCNC(=O)c1nc2c(nnn2Cc2cc(C)ccc2C)c(=O)[nH]1 | 2 | x | 5 | 89 | 3 | 20 | 92 | -0.1 | x | -40
Nc1nnc(SCc2cccnc2)s1 | 3 | -6 | 3 | 96 | 5 | -6 | 103 | -0.7 | x | -47
COc1ccc2c(c1)c1ccccc1n2C | 10 | -13 | 9 | 104 | 0 | 2 | 113 | -1.1 | 0 | -56
COc1cc(CC(=O)Nc2ccc3nc(C)sc3c2)cc(OC)c1OC | 12 | -2 | 2 | 99 | -8 | x | 83 | -0.9 | -10 | -6
COc1cccc(-c2[nH]nc3c2C(c2ccsc2)C(C#N)=C(N)O3)c1 (stereo unspecified) | 38 | -1 | 10 | 94 | 1 | -4 | 98 | -0.1 | x | -15
Cc1cc(=O)c(C(=O)O)cn1Nc1ccc(Cl)cc1 | 27 | -3 | 3 | 92 | 1 | 9 | 95 | 0.0 | x | -16
O=C(Oc1ccc(Cl)c2ccccc12)N1CCCCC1 | 16 | -5 | 5 | 84 | -6 | 0 | 71 | -0.4 | -2 | -29
CCc1nnc(NC(=O)CSc2nc(-c3ccccc3)cc(-c3ccc(F)cc3)c2C#N)s1 | 3 | -20 | 2 | 34 | -4 | -8 | 49 | -5.1 | -1 | -2
COC(=O)C1=C(O)/C(=C\c2ccc(CNC(=O)C(=O)Nc3ccc(C)cc3)o2)N=C1C | 16 | -20 | 1 | 35 | 5 | -3 | 39 | -5.7 | x | -29
Cc1ccccc1NC(=O)c1ccc(Cl)c(NC(=O)c2ccncc2)c1 | 6 | -3 | 3 | 87 | 3 | 19 | 88 | -1.4 | -1 | -31
CCOC(=O)c1[nH]c2ccc(Br)cc2c1NC(=O)CCN1CCCC(C)C1 (stereo unspecified) | 8 | -3 | 2 | 62 | 11 | -9 | 63 | -3.0 | -2 | -42
CCC(=O)NC(Cc1ccccc1)c1ccc2c(c1)OCCCO2 (stereo unspecified) | 4 | 10 | 3 | 96 | -7 | x | 92 | -2.7 | -2 | -5
CCn1c(=O)c(-[n+]2ccccc2)c(O)c2ccccc21 | 26 | -26 | 5 | 69 | 7 | -13 | 64 | -1.8 | 1 | -11
O=c1[nH]c2cc3c(cc2cc1CN(CCc1ccccc1)Cc1nnnn1CC1CCCO1)OCO3 (stereo unspecified) | 5 | -7 | -1 | 73 | 4 | -5 | 69 | -1.0 | -1 | -8
CCCC(=O)C1=C(O)C(C(=O)OC)C(C)(C)CC1=Nc1cccc2ccccc12 (stereo unspecified) | 7 | x | 9 | 67 | 12 | -41 | 66 | -4.1 | x | -2
CCN(CC(=O)NC(C)C)C(=O)C(CCSC)NC(=O)c1cccc(C)c1 (stereo unspecified) | 7 | 8 | -3 | 97 | 13 | -45 | 94 | -1.9 | -1 | -33
CCc1ccc2[nH]c(=O)c(CN(CCN3CCOCC3)C(=O)Nc3ccccc3F)cc2c1 | 23 | -23 | 0 | 84 | -5 | -54 | 71 | -5.0 | 0 | -28
Cc1cccc(N2CCN(C(=O)Cc3ccc(Br)cc3)CC2)c1C | 8 | -9 | 8 | 87 | -2 | 3 | 85 | 7.9* | 2 | -49
CCCc1cc(=O)[nH]c(SCC(=O)N(CC(C)C)C2CCS(=O)(=O)C2)n1 (stereo unspecified) | 17 | -9 | 3 | 112 | -2 | x | 103 | -3.0 | -2 | -14
CC(=O)Nc1sc2c(c1C#N)CC(C)(C)NC2(C)C | 12 | -2 | 0 | 82 | 7 | -17 | 111 | 1.0 | 3 | 1
COCCN(C(=O)Nc1ccccc1)c1ccccc1C | 58* | -4 | 3 | 93 | 6 | -1 | 100 | -2.3 | x | -23
O=C(NCCCNCc1ccccc1)c1ccncc1 | 40* | -2 | 1 | 95 | -8 | 17 | 101 | 1.7 | 0 | -47
CCc1nc(Nc2ccncc2)c2oc3ccccc3c2n1 | 3 | -18 | 3 | 2.0* | -13 | 5 | 1.7* | 0.2 | 0 | -25
O=S(=O)(NC1CCCCC1Nc1ccccc1)c1ccccc1 (stereo unspecified) | 8 | 1 | 4 | 79 | 10 | x | 83 | -0.8 | -3 | -31
Cn1cccc1Cc1nnc(SCC(=O)N2CCCCCC2)n1-c1ccc(F)cc1 | 8 | -9 | 0 | 82 | 6 | -4 | 85 | -2.5 | x | -3
Cc1cccc(N(C)c2cc(C)nc3nc(C)nn23)c1 | 10 | -1 | 2 | 72 | 7 | -28 | 76 | -3.8 | x | 3
Cc1cc(C)cc(NC(=O)CSc2nnc(CN3CCOCC3)n2C)c1 | 6 | x | 3 | 91 | -4 | -19 | 91 | -1.5 | x | -27

Already shown: an excerpt of the list.
SMILES | Measles CPE | Yeast life ext | NPY-Y2 antag | bCat KO growth | GALR2 antag | E-sel TNF inh | PTEN del growth | MRP-1 activ | Phagocyt inh | BB579 growth dn
Cc1cccc(N(C)c2cc(C)nc3nc(C)nn23)c1 | 10 | -1 | 2 | 72 | 7 | -28 | 76 | -3.8 | x | 3
Cc1cc(C)cc(NC(=O)CSc2nnc(CN3CCOCC3)n2C)c1 | 6 | x | 3 | 91 | -4 | -19 | 91 | -1.5 | x | -27

Further entries
SMILES | Measles CPE | Yeast life ext | NPY-Y2 antag | bCat KO growth | GALR2 antag | E-sel TNF inh | PTEN del growth | MRP-1 activ | Phagocyt inh | BB579 growth dn
COc1ccccc1NC(=S)NCc1ccc(S(N)(=O)=O)cc1 | 4 | 1 | 0 | 86 | 7 | x | 92 | -2.3 | -4 | 6
CCCCc1nnc(NC(=O)CSc2nc(=O)cc(N)n2-c2cccc(C)c2)s1 | 3 | -28 | 2 | 89 | -17 | 7 | 92 | 6.0* | 0 | -32
Cc1ccc(S(=O)(=O)/N=C(\N)Nc2nc(C)c3ccccc3n2)cc1 | 11 | -5 | 2 | 97 | 12 | x | 96 | -0.5 | 1 | -29
O=[N+]([O-])c1ccc(Sc2nnnn2-c2ccccc2)c(Cl)c1 | 7 | 0 | 6 | 18 | -4 | -4 | 19 | -6.3 | 0 | -4
N#Cc1c2c(c(N3CCN(c4ccccn4)CC3)n3c1nc1ccccc13)CCC2 | x | x | 4 | x | 5 | -25 | x | x | 0 | x
CCCn1nc(C(=O)Nc2nc3ccccc3[nH]2)c2ccccc2c1=O | 31 | 3 | 3 | 81 | 4 | -8 | 74 | -1.0 | -5 | -13
O=C(NCc1ccccn1)[C@@H]1C[C@H]1[C@@H](NP(=O)(c1ccccc1)c1ccccc1)c1ccccc1 | 20 | 0 | -1 | 84 | -1 | -21 | 76 | -1.0 | x | -14
O=C(O)c1ccc(OC(F)(F)C(F)C(F)(F)F)cc1 (stereo unspecified) | 5 | -6 | -1 | 96 | 10 | 9 | 96 | -0.9 | -2 | -21
Cc1cc2cc(CN(C(=O)C3CC3)C3CCCC3)c3nnnn3c2cc1C | 7 | -4 | 8 | 98 | 12 | -15 | 104 | -2.1 | 0 | -32
COc1ccc(N2CCN(C(c3cc4cc(C)ccc4[nH]c3=O)c3nnnn3Cc3ccccc3)CC2)cc1 (stereo unspecified) | 33 | -2 | 0 | 68 | -20 | 12 | 76 | 1.1 | 3 | -24
CCCS(=O)(=O)N1CCN(C(=O)COc2ccc(-c3ccccc3)cc2)CC1 | 4 | -5 | 3 | 87 | 12 | -12 | 83 | -0.1 | x | -55
Cc1ccc(NS(=O)(=O)c2ccc(NS(=O)(=O)c3cccs3)cc2)cc1 | 24 | -8 | 9 | 95 | 8 | 13 | 91 | -2.8 | x | -3
O=S(=O)(N/N=C/c1ccc2c(c1)OCCO2)c1ccc(Cl)cc1 | 1 | -6 | 13 | 98 | 4 | -43 | 81 | -1.0 | -2 | -4
CC(=O)OCN(C#N)c1nc(N(C)C)nc(N(C)C)n1 | 11 | -7 | 2 | 95 | 10 | -53 | 83 | 0.1 | 0 | -2
COc1cc(C(C#N)N2CCCCC2)ccc1O (stereo unspecified) | 4 | -7 | 0 | 99 | 7 | -5 | 97 | -0.6 | -2 | -30
Cc1ccccc1OCC(=O)Nc1ccccc1CO | 15 | -14 | 0 | 93 | 5 | -13 | 101 | -1.4 | -1 | -46
O=C(CN1C(=O)NC2NC(=O)NC21)NN=C1CCCC1 (stereo unspecified) | 6 | 1 | 1 | 96 | -2 | x | 94 | 1.7 | -2 | -21
O=C(Cc1ccccc1)Nc1ccc(NC(=O)c2ccco2)nc1 | 15 | -2 | -2 | 94 | 4 | x | 94 | -1.0 | 0 | -24
O=C(CSc1nc2ccccc2[nH]1)Nc1ccc(F)c(F)c1 | 7 | -9 | 1 | 88 | -11 | 0 | 80 | 0.4 | -2 | 11
CC1(C)c2ssc(=S)c2-c2ccccc2N1C(=O)c1ccco1 | 20 | -3 | 0 | 85 | 7 | x | 81 | -3.3 | 0 | -28
Cc1c(C(=O)O)oc2c3c(ccc12)OCCO3 | 0 | -20 | 8 | 82 | -1 | x | 90 | -1.8 | 0 | -9
